Bioassay records as filed in PubChem BioAssay.
APOBEC3G inh: APOBEC3G DNA deaminase inhibitors, primary screen, biochemical, fluorescence, single-stranded DNA substrate, uHTS. DNA dC->dU-editing enzyme APOBEC-3G (Homo sapiens), Q9HC16. recombinant A3G, ssDNA deamination FAM/TAMRA fluorescence. 330,000 tested, 0.28% active. inhibition, % at 20 µM;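 active means inhibition of at least 40% at 20 µM, with no more than 30% in the related APOBEC3A deaminase screen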;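 further: plate controls were DMSO wells with A3G for no effect and wells lacking A3G enzyme for full effect; some compounds called inactive have numbers as strong as hits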
Target sequence (Q9HC16 whole entry, looked up): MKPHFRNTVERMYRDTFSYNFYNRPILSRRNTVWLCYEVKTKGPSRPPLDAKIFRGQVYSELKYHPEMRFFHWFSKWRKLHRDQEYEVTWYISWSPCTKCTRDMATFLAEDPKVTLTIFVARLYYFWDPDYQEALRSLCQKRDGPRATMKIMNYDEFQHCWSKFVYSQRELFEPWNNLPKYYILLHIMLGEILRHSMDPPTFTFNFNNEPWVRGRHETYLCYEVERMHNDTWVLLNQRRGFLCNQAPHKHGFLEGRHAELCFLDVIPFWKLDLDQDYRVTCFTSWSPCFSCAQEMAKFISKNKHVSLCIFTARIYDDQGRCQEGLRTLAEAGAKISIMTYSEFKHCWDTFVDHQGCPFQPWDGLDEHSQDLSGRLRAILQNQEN
mIAP activ: activators of mouse IAP, primary screen, biochemical, luminescence, uHTS; intestinal alkaline phosphatase [Mus musculus]; muIAP, CDP-Star luminescence, 30 min; active compounds read high; 1 = vehicle-only enzyme signal, 0 = enzyme-free wells; activation factor at 10 µM; 330,000 tested, 0.24% active;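 active means activation factor of at least 2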; further: the source names both 10 and 20 µM as test concentration; values of inactives mirror those of a sister screen read the other way
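System: mouse IAP enzyme. Reagent: CDP-Star chemiluminescent phosphatase substrate. Benchmarks: DMSO wells, no-enzyme wells. Times: 30 min enzyme-substrate-compound incubation at room temperature. Detection: luminescence from enzymatic CDP-Star hydrolysis. Doses: test compounds delivered from DMSO solution.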
A3A deaminase: APOBEC3A ssDNA deaminase inhibitors, primary screen, selectivity assay for APOBEC3G inhibitor project, biochemical, FAM/TAMRA oligo cleavage fluorescence; DNA dC->dU-editing enzyme APOBEC-3A (Homo sapiens), P31941; recombinant A3A, FAM/TAMRA ssDNA deamination fluorescence; inhibition, % at 20 µM; 330,000 tested, 0.41% active; AID 493011, 2011;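 active means at least 40% inhibition at 20 µM here, with at most 30% in a related deaminase screen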;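 further: plate controls were A3A with DMSO for no effect and wells lacking A3A enzyme for full effect; some results filed as inactive read as strong as hits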
Target sequence (P31941 whole entry, looked up): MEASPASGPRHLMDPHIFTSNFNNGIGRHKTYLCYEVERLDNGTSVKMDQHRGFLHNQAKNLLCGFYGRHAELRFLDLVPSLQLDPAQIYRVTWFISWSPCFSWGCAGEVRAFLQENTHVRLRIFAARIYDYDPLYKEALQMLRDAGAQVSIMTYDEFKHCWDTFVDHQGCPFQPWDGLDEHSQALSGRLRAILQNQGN
hIAP inh: human IAP inhibitors, primary screen, biochemical, luminescence, uHTS. 330,000 tested, 0.12% active. inhibition, % at 10 µM. purified IAP, CDP-Star luminescence, 30 min. AID 2544, 2010. Intestinal-type alkaline phosphatase (Homo sapiens), P09923;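 active means inhibition reaching a set limit with compound at 10 µM in the primary screen, cut at about 35% in these data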;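 further: plate controls were DMSO wells with enzyme for no effect and no-enzyme buffer wells for full effect; values of inactives mirror those of a sister screen read the other way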
Target sequence (P09923 whole entry, looked up): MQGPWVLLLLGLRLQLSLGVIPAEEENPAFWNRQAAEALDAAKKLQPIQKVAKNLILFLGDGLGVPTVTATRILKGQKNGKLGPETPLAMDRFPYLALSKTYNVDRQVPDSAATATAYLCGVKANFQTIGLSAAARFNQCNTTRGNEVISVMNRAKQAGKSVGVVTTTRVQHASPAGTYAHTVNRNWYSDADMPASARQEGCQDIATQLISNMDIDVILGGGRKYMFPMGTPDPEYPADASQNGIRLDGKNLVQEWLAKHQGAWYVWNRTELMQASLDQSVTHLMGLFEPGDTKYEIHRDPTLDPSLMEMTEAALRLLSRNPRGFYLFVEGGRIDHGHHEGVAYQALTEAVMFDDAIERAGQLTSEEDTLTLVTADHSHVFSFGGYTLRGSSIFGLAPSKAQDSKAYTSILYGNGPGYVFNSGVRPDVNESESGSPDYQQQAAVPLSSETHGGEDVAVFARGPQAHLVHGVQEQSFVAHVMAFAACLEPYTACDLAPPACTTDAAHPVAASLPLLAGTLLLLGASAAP
beta cell repl: inducers of MIN6 beta-cell proliferation, primary screen, ATP luminescence, uHTS; MIN6 cells proliferation, ATPlite luminescence, 48 h; cells starved in 0.2% serum; 100% = growth in 10% serum; proliferation, % at 10 µM; 330,000 tested, 0.29% active;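 active means compounds whose signal lies at least 3.5 SD above the mean of all wells on their plate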;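 further: 0% = DMSO-treated cells in low-serum medium and 100% = 10% serum control; some compounds called inactive have numbers as strong as hits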
tim10-1 inh: growth inhibitors of tim10-1 mutant yeast, primary screen, luminescence, uHTS; S. cerevisiae tim10-1 ts strain growth, BacTiter-Glo, 24 h; inhibition, % at 20 µM; 330,000 tested, 2.2% active;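 active means inhibition of at least 40%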;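 further: mutant grown at 25 °C; 0% = DMSO wells with yeast and 100% = wells holding no yeast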
mIAP inh: inhibitors of mouse IAP, primary screen, biochemical, luminescence, uHTS; intestinal alkaline phosphatase [Mus musculus]; purified mouse IAP, CDP-Star luminescence, 30 min; inhibition, % at 10 µM; 330,000 tested, 0.2% active; AID 2806, 2010;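 active means inhibition of at least 40% at 10 µM in the primary screen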;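 further: plate controls were DMSO with enzyme for no effect and no enzyme wells for full effect; values of inactives mirror those of a sister screen read the other way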
TIM10 inh: growth inhibitors of isogenic TIM10 control yeast, primary screen, counter-screen for tim10-1 yeast inhibitor project, luminescence, uHTS; S. cerevisiae TIM10 strain growth, BacTiter-Glo luminescence, 24 h; inhibition, % at 10 µM; 330,000 tested, 1.4% active; AID 463195, 2010;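 active means inhibition of 40% or more at the single tested concentration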;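 further: wild-type TIM10 isogenic control strain grown at permissive 25 °C; 0% = DMSO yeast wells and 100% = minimal medium wells without yeast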
NALP3 yeast inh: NALP3 inflammasome inhibitors in reconstituted yeast, primary screen, luminescence, uHTS; Yeast reconstituted NLRP3/ASC/caspase-1, beta-gal luminescence, 24 h; inhibition, % at 10 µM; 330,000 tested, 0.39% active;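 active means inhibition of 50% or more; inactive means inhibition below 50%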;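 further: plate controls were induced DMSO wells for no effect and uninduced yeast grown without galactose for full effect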
Starred values were filed as active, the others as inactive. Outcome played no part in choosing rows; 4.6% or so of the library scored in one or more.

SMILES	APOBEC3G inh	mIAP activ	A3A deaminase	hIAP inh	beta cell repl	tim10-1 inh	mIAP inh	TIM10 inh	NALP3 yeast inh
C=C(C)Cn1cnc2cc(C)c(C)cc21	1	0.91	2	-3	1	16	9	5	16
c1ccc(Cn2nnc3c(NCCN4CCOCC4)ncnc32)cc1	1	1	4	-11	-2	-10	-5	-3	7
O=C(NC1CCOC1)c1ccc(OC2CCN(CCc3ccccc3)CC2)cc1 (stereo not given)	2	1.1	2	-10	0	17	-12	0	-3
CC(=O)c1cccc(NC(=O)c2noc3c2CCc2ccccc2-3)c1	-2	0.96	0	0	-1	-9	4	-25	16
CC1(C)C2CCC13CS(=O)(=O)N[C@@H]3C2 (stereo not given in full)	-2	0.95	-1	4	5	1	5	-1	3
CN1CCC(N(C)C(=S)NC(=O)C23CC4CC(CC(C4)C2)C3)CC1	-2	0.97	2	-15	-1	20	3	2	-10
COC(=O)c1coc(-c2ccc(OC)cc2)c1C(=O)OC	-8	0.94	-4	7	1	5	6	-1	37
Oc1cccc(/C=N/c2c(-c3ccco3)nc3ccccn23)c1	-6	0.89	-6	8	-4	14	11	10	4
CCOC(=O)C1Nc2c(cc(C(F)(F)F)cc2[N+](=O)[O-])C2c3ccccc3CC12 (stereo not given)	1	0.97	0	-1	-8	13	3	2	21
Cc1ccc(Cc2nnc(SCC(=O)Nc3ccccc3Cl)[nH]c2=O)cc1	-2	1	2	-2	2	3	-3	7	-4
CCOC(=O)c1cccc(NC(=O)c2ccc(F)cc2F)c1	-6	0.93	-2	9	-1	-2	7	1	15
COc1cccc(NC(=O)CSc2nc3scc(C)c3c(=O)[nH]2)c1	-6	1	5	11	0	-18	-1	3	2
O=C(/C=C/c1ccc[nH]1)c1ccc(F)cc1	1	0.97	3	12	-4	11	3	19	12
COc1ccc(NC(=S)NCCCN2CCCC2=O)c(OC)c1	-5	0.91	-1	-6	-3	9	10	-5	1
CCOC(=O)Cn1cc(/C=N/NC(=O)c2cc3ccccc3o2)c2ccccc21	-7	0.95	-2	-40	1	20	5	3	7
CCCCNc1cnn(-c2ccccc2)c(=O)c1Cl	-1	1.1	-5	-36	-2	-4	-14	-14	28
O=C(Nc1ccc(S(=O)(=O)N2CCCCC2)cc1)c1cnccn1	0	0.95	0	-4	-2	13	5	12	-1
CC(=O)Nc1cccc(/C(C)=N/NC(=O)c2ccc3c(c2)OCO3)c1	-4	0.93	-1	3	-5	-9	7	-15	13
CN(C)c1ccc(/C=N/N=C2/SC(CC(=O)O)C(=O)N2c2ccc(O)cc2)cc1 (stereo not given)	-5	0.95	-2	-5	-4	-1	5	5	18
CCOc1nc(C)ccc1-c1noc(-c2cccnc2)n1	-8	1	-3	-36	-2	4	0	-3	42
Cc1cc(-c2nn(-c3ccccc3F)cc2CN2CCCC(CO)C2)c(C)s1 (stereo not given)	2	1	7	0	0	33	-1	-7	24
O=C(CN1C(=O)CSC1=O)N1CCc2ccccc2C1	-4	0.98	-3	-9	-1	-1	2	4	3
COc1ccc(NS(=O)(=O)c2cccc(C(=O)NCc3cccnc3)c2)cc1	-6	0.98	-6	0	5	-5	2	2	11
CCCCOC(=O)c1ccc(NS(=O)(=O)c2cc(-c3nnnn3CC)ccc2OC)cc1	-5	0.96	0	-15	1	-5	4	1	13
Cc1ccccc1/C=C/C12NC(=O)CN1c1ccccc1C2(C)C (stereo not given)	-5	1.2	-3	-12	-4	39	-20	14	5
(more compounds)
SMILES	APOBEC3G inh	mIAP activ	A3A deaminase	hIAP inh	beta cell repl	tim10-1 inh	mIAP inh	TIM10 inh	NALP3 yeast inh
COc1ccc([N+](=O)[O-])cc1NC(=O)C(C)c1ccccc1 (stereo not given)	-6	0.92	-4	10	1	25	8	13	17
COc1cc2ncnc(NCCCN3CCOCC3)c2cc1OC	-7	1.2	-4	-8	1	-60	-18	-56	6
Cc1ccc(OCC(=O)N2CCCCCCC2)cc1	-2	1.1	-7	-3	-2	-29	-6	-1	24
Cn1c(C(=O)N2CCC(C(=O)NCc3ccccc3)CC2)cc2sccc21	-4	1	-3	-35	-2	-1	-3	-2	9
CC1CCCN(C(=O)COC(=O)C2=COCCO2)C1 (stereo not given)	-8	1.1	-4	-13	-4	18	-12	0	21
Nc1ncnc(Nc2cc(C(F)(F)F)cc(C(F)(F)F)c2)n1	0	0.98	2	-20	-2	20	2	28	3
COc1cc(C(=O)N2CCN(C(=O)c3ccco3)CC2)cc(OC)c1OC	-3	1	1	-3	-1	-12	-2	-2	10
COc1ccc(NC(=O)CN2C(=O)c3cccc4cccc2c34)c(OC)c1	-4	0.99	-2	6	-2	6	1	14	23
CCCOC(=O)c1ccc(NC(=O)c2cc(OC)c(OC)c(OC)c2Br)cc1	2	1.2	1	16	-3	30	-17	13	6
CC(NC(=O)C(C)(C)C)C(c1cccs1)N1CCN(Cc2ccccc2)CC1 (stereo not given)	-6	0.95	1	12	-1	8	5	-1	-5
Cc1ccc(-n2ncc3c(=O)[nH]c(SCC(=O)NCC4CCCO4)nc32)cc1 (stereo not given)	-7	1	-3	0	0	-7	-4	4	-3
COC(=O)/C(C#N)=C/c1c(Oc2cc(C)cc(C)c2)nc2c(C)cccn2c1=O	-7	1.1	-3	1	-6	22	-11	2	11
CC1CCN(c2ccc(C(F)(F)F)cc2N)CC1	-13	1.1	-1	3	0	1	-6	-17	-7
Cc1cc(C)cc(C(=O)NCC(=O)OCc2c(C)noc2C)c1	-10	1	0	0	1	1	-2	1	9
O=C1OC(/C(=C\Nc2cc(Cl)ccc2O)[N+](=O)[O-])c2ccccc21 (stereo not given)	-7	0.96	-6	1	-4	21	4	17	19
COc1ccc(CCNS(=O)(=O)CCNC(=O)c2ccc3c(c2)OCO3)cc1OC	-3	1.1	0	-4	1	-14	-6	-5	14
CCCCCOc1ccc(CSC(=N)N)cc1[N+](=O)[O-]	-9	0.88	-3	2	-3	5	12	6	16
Cn1nnnc1SCc1ccc(Cl)cc1	-12	1.1	-5	-24	-2	2	-12	-15	16
CN1CCc2nc(SCC(=O)Nc3ccc(OC(F)(F)F)cc3)c(C#N)c(-c3cccs3)c2C1	-7	0.87	-6	16	-5	26	13	9	-14
Cc1no[n+]([O-])c1COc1ccccc1/C=N/n1nnnc1N	-12	1	-2	0	-1	13	-4	7	25
Cc1ccccc1OCC(O)Cn1c(NCc2ccccc2)nc2c1c(=O)[nH]c(=O)n2C (stereo not given)	-4	0.98	-2	9	-1	6	2	3	0
COc1cc(C(C[N+](=O)[O-])c2c(C)cc3ccccn23)ccc1O (stereo not given)	5	0.82	5	3	0	27	18	26	19
COC(=O)c1sc(NC(=O)CC(C)C)c(C(=O)OC)c1C	-8	0.91	-5	-5	-1	6	9	2	-1
COc1cccc(N(CC(=O)Nc2cccc(C(C)=O)c2)S(C)(=O)=O)c1	-2	1	-15	-8	-1	15	-4	5	14
COc1cc(NC(=O)NCC2CCN(Cc3ccccc3Cl)CC2)cc(OC)c1OC	-9	4*	-6	-158	0	11	-301	-11	-4

Some of these compounds in order of the A3A deaminase value, largest number first.
smiles | A3A deaminase
Nc1ncnc(Nc2cc(C(F)(F)F)cc(C(F)(F)F)c2)n1 | 2
COC(=O)/C(C#N)=C/c1c(Oc2cc(C)cc(C)c2)nc2c(C)cccn2c1=O | -3
COc1cccc(N(CC(=O)Nc2cccc(C(C)=O)c2)S(C)(=O)=O)c1 | -15

Following part.
SMILES	APOBEC3G inh	mIAP activ	A3A deaminase	hIAP inh	beta cell repl	tim10-1 inh	mIAP inh	TIM10 inh	NALP3 yeast inh
CCCCOc1ccccc1NC(=O)C=C(C)C	-3	1.1	4	-26	1	10	-13	16	6
CNC(=O)c1c(N)sc2c1CCCCC2	24	0.89	5	11	0	10	11	-7	8
COc1ccc(N2CCN(C(=O)COC(=O)CCOc3ccc(C)cc3)CC2)cc1	-10	0.93	0	0	1	5	8	6	24
COc1cc(NC(=S)NCCSc2ccc(C)cc2)cc(OC)c1	-5	2.9*	-4	-10	-3	34	-186	35	33
O=C(CCC(=O)c1ccc[nH]1)c1ccc(Cl)cc1	-1	0.88	4	0	2	4	12	-4	9
COC(=O)c1ccc(CNC(=O)CCc2c[nH]c3ccccc23)cc1	-9	1	-4	8	-4	-10	0	8	10
Cc1ccc(Nc2nc(N)[nH]c(=O)c2N=O)cc1	-7	1	-1	-11	0	4	0	-12	8
Cc1cc(C(=O)Nc2ccc(C)c(C)c2)n(-c2ccccc2)n1	-10	1.1	-3	-9	-4	22	-11	16	17
CCOc1ccc(C(C)(C)C)cc1S(=O)(=O)n1nc(C)cc1C	-4	1	-1	-8	4	46*	0	46*	31
O=C(/C=C/c1ccc(Cl)c([N+](=O)[O-])c1)NCc1cccnc1	-10	1	-3	-4	-1	-2	-4	3	-5
CS(=O)(=O)N1CCN(CC(=O)NC2CCCC2)CC1	-8	1	-1	14	-1	-8	-1	1	-4
COC(=O)NC(Nc1sc2c(c1C(N)=O)CCCC2)(C(=O)OC)C(F)(F)F (stereo not given)	-1	0.94	-1	2	-2	11	6	11	9
COc1ccc(CN2CCn3ncc(C(=O)Nc4cccc(C)c4)c3C2=O)cc1	-7	1.1	-5	10	-3	3	-5	2	26
O=c1[nH]nc(N2CCOCC2)c(=O)[nH]1	-3	1	5	-14	0	-2	-1	-19	12
CCOC(=O)c1nc(Nc2cc(C)cc(C)c2)c2ccccc2n1	-7	0.88	-3	-4	-1	25	12	29	10
COC(=O)C(Cc1ccc(OC(=O)c2ccc(C)cc2)cc1)N1Cc2ccccc2C1=O (stereo not given)	3	0.94	5	-1	-4	25	6	12	22
CCN1CCN(C(=S)Nc2cccc(C(F)(F)F)c2)CC1	-9	1.1	2	5	0	11	-7	5	-10
Cc1cnc(C(=O)Nc2ccc(F)cc2)cn1	0	1	1	8	-2	15	-2	-14	14
COc1cc(C)cc(OC)c1OCC(=O)Nc1cc(C)on1	3	1	1	13	-2	-10	-1	-2	31
Cc1cc(C)c(C(=O)N2CCCC(Nc3ccc(C)c(C)c3)C2)o1 (stereo not given)	-4	1	-3	-7	-2	-4	-4	6	16
COc1cc(/C=N/n2c(-c3ccccc3)n[nH]c2=S)ccc1O	32	1	-4	-8	0	14	-4	16	-10
CCc1c(C)c2cc(Cl)c(O)c(CN3CCCCC3)c2oc1=O	-2	0.99	-1	6	0	-6	1	-1	7
CCOC(=O)C(C)Sc1nnc(-c2ccccc2O)n1Cc1ccccc1 (stereo not given)	-8	1	-5	-1	-2	26	-3	32	-4
O=c1c(C=NCc2ccccc2)c(NCc2ccccc2)nc2ccccn12	-7	0.93	-4	11	3	-23	7	6	26
Clc1ccc(OCCn2ccnc2)c(Cl)c1	-7	0.91	2	19	-2	9	10	0	16
O=C(COC(=O)c1ccccc1)NC1CCCC1	1	1	2	2	-4	3	-3	-15	2
